Source: PubChem BioAssay (National Center for Advancing Translational Sciences (NCATS))
SW480 rereplic: A quantitative high throughput screen for small molecules that induce DNA re-replication in SW480 colon adenocarcinoma cells | SW480 DNA re-replication, Hoechst DNA content imaging, 48 h | Potency, µM (top dose mostly 46.1 µM), inactives show at the top dose re-replication activation, usual class: activators | 340,000 tested, 1.8% active | AID 624297, 2012; further: % of control where 0% means no effect; nearly all actives have a fitted effect of over 55% in size
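Compounds, transferred as 23 nL by pin tool, were incubated with cells for 48 hr; DNA content per nucleus was then quantified by Hoechst staining and fluorescence plate imaging.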
GLP-1R inv ag: qHTS of GLP-1 Receptor Inverse Agonists (Inhibition Mode) | Potency, µM (titrated, usually from 38.3 µM), for inactives: top-dose activity change, negative = inhibition, actives largely listed as inhibitors | AID 624417, 2012 | HEK293 GLP-1R CRE-luciferase, luminescence, 24 h; GLP-1R form is constitutively active | 410,000 tested, 1.6% active; further: on the % scale 0 is the no-effect control and ±100 the full control effect; nearly all actives have a fitted effect of over 55% in size
Target sequence (P43220 whole entry, looked up): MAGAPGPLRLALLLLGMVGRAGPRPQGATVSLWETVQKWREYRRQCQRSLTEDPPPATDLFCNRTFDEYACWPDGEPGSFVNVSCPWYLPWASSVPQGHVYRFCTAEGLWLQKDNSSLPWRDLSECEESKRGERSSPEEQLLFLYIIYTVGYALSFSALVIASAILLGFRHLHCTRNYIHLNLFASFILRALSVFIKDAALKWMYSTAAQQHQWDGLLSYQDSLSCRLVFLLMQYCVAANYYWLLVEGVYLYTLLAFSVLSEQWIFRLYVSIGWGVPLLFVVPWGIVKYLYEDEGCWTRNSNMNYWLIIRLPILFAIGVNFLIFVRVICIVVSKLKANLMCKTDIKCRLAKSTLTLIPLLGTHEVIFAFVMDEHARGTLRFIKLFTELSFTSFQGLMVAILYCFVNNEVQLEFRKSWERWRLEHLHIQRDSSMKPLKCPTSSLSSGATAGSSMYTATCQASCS
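Seeding at 200 cells/uL, 12 h culture, 24 hr compound treatment, then luciferase reagent and a luminescence read; cells are HEK293 stably expressing a constitutively active GLP-1R plus cAMP-responsive luciferase.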
TDP43 rescue: qHTS of TDP-43 Inhibitors; TDP-43 expressing yeast growth rescue, BacTiter-Glo, 24 h; Potency, µM (top dose mostly 46.1 µM), for the others: top-dose growth rescue (activation), usual class: activators; 410,000 tested, 1.8% active; AID 652104, 2013; further: % of control where 0% means no effect; nearly all actives have a fitted effect of over 50% in size
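Yeast expressing TDP-43 (pregrown in raffinose, seeded at OD600=0.02 in galactose medium) exposed to compounds 24 hr at 30 deg C. Growth read by BacTiter-Glo luminescence; rescue of toxicity appears as increased signal.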
KB-V1 cytotox: qHTS assay for MDR1-selective chemotherapeutics: Primary screen using the drug-selected MDR subline cells KB-V1. KB-V1 MDR cells viability, CellTiter-Glo, 72 h. Potency, µM (highest dose often 46.1 µM), without a hit: at the highest dose activity change, negative = cytotoxicity, hits mostly cytotoxic. 400,000 tested, 3.4% active. AID 1347076, 2019; further: on the % scale 0 is the no-effect control and ±100 the full control effect; nearly all actives have a fitted effect of over 60% in size
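Cytotoxicity toward P-gp-expressing KB-V1 cells was determined as loss of CellTiter-Glo luminescence after 72 h at 37 degrees C. Compounds were tested in quantitative HTS format across a concentration range, with curves fitted to normalized data.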
HEK293 tox: qHTS of GLP-1 Receptor Inverse Agonists: Cytotox Screen; HEK293 cAMP-luciferase reporter cells, luminescence, 24 h; Potency, µM (doses to about 38.3 µM), inactives show at the highest dose activity change, negative = inhibition, actives largely listed as inhibitors; 410,000 tested, 0.13% active;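 further: loss of luciferase light is scored as toxicity; on the % scale 0 is the no-effect control and ±100 the full control effect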
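1536-well qHTS counterscreen of the MLSMR; 200 cells/uL, 12 h pre-incubation, 23 nL cpd, 24 h at 37 deg C 5% CO2, luciferase detection reagent, 12 min RT, luminescence. Inhibition = undesired.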
GLP1R ag: qHTS of GLP-1 Receptor Agonists | HEK293 GLP-1R CRE-luciferase, luminescence, 4-6 h; cells express a hypersensitive GLP-1R form | Potency, µM (doses to about 45.6 µM), inactives show top-dose activation, usual class: activators | Glucagon-like peptide 1 receptor (Homo sapiens), P43220 | 380,000 tested, 0.007% active; further: % of control where 0% means no effect
KB-3-1 tox: qHTS assay for MDR1-selective chemotherapeutics: Primary screen using the parental adenocarcinoma cell KB-3-1 | AID 1347075, 2019 | 400,000 tested, 1.4% active | KB-3-1 viability, CellTiter-Glo ATP luminescence, 72 h | Potency, µM (top dose mostly 46.1 µM), for inactives: at the top dose activity change, negative = cytotoxic, hits mostly cytotoxic; further: on the % scale 0 is the no-effect control and ±100 the full control effect; nearly all actives have a fitted effect of over 60% in size
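Parental KB-3-1 adenocarcinoma cells in phenol-red-free DMEM with 10% FBS were pin-treated with compounds at several concentrations, incubated 72 h at 37 °C, and viability read by CellTiter-Glo luminescence; concentration-effect curves were fitted after normalization.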
HT1080 IDH1KD tx: qHTS for induction of synthetic lethality in tumor cells producing 2HG: qHTS for the HT-1080-IDH1KD cell line; 360,000 tested, 2% active; HT-1080 IDH1 knockdown viability, ATP luminescence, 48 h; Potency, µM (highest dose often 46.1 µM), without a hit: at the highest dose activity, negative = toxicity, most hits filed as cytotoxic;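 further: 0% = DMSO wells and -100% = cell-free medium wells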
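HT-1080-IDH1KD cells (IDH1 knocked down), 750/well in RPMI with 5% FBS, treated with compound 48 h at 37 degrees C. Viability by CellTiter-Glo luminescence, normalised to DMSO and no-cell wells; concentration-response curves classed.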
HT1080NT lethal: qHTS for induction of synthetic lethality in tumor cells producing 2HG: qHTS for the HT-1080-NT fibrosarcoma cell line. AID 686970, 2013. HT-1080-NT fibrosarcoma viability, CellTiter-Glo ATP luminescence, 48 h. 360,000 tested, 1.6% active. Potency, µM (doses to about 46.1 µM), inactives show at the highest dose activity, negative = less viability, most hits filed as cytotoxic;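 further: NT is the 2HG producing partner of a matched IDH1 knockdown line; 0% = DMSO-treated cells and -100% = media-only wells without cells; nearly all actives have a fitted effect of over 55% in size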
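A 48-hour cytotoxicity screen used HT-1080-NT cells plated 2 hours before compound delivery. ATP-based CellTiter-Glo luminescence measured viability, normalized to DMSO and no-cell controls.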
Active calls of the source: *; ? = inconclusive; . = no result given; [ ] = remark or other dose. The call rests on the fitted dose curve; in most records, active means well fitted curve in the direction sought with a large enough effect; inconclusive means small, poorly fitted or top-dose-only effect, or another doubt; inactive means no such curve, though single readings can be large; an effect the other way counts as inactive or inconclusive. Potency means the concentration at half of the fitted maximal effect.

SMILES	SW480 rereplic	GLP-1R inv ag	TDP43 rescue	KB-V1 cytotox	HEK293 tox	GLP1R ag	KB-3-1 tox	HT1080 IDH1KD tx	HT1080NT lethal
COc1ccc(CNC(=O)Cn2ccc3cc(S(=O)(=O)N4CCCCC4)ccc32)cc1OC	.	0%	3%	17%	-4%	.	2%	.	.
O=C(N/N=C/c1cccnc1)c1ccco1	-1%	27%	-19%[1.82 µM]	?	-5%	9%	7%	9%	13%
COc1cc(C(=O)N2CCN(C(=O)c3ccco3)CC2)c([N+](=O)[O-])cc1OC	-19%	12%	11%	-8%	-12%	8%	2%	2%	31%
CC(=O)N1CCN(C(=O)c2ccc(NS(=O)(=O)c3ccc4[nH]c(=O)[nH]c4c3)cc2)CC1	3%	5%	-20%	0%	0%	-5%	14%	9%	6%
Cc1cc(C(F)F)n2nc(C(=O)Nc3ccccc3F)nc2n1	1%	1%	4%	28%	24%	-16%	14%	21%	22%
[O-][n+]1onc2c1C(N1CCOCC1)CCC2N1CCOCC1 (configuration not stated)	4%	0%	0%	-17%	-3%	-2%	-5%	13%	13%
Cc1[nH]c2ccccc2c1SCC(=O)Nc1nccs1	-63%[inhibitor]	?	8%	-11%	6%	-1%	2%	-21%	-9%
COc1ccc(OC)c(NC(=O)C2=C(C)C(=O)OC23CCCCCC3)c1	.	-18%	1%	0%	6%	1%	-2%	.	.
NC(=O)COC(=O)[C@H](Cc1ccccc1)NS(=O)(=O)c1ccc2c(c1)OCCO2	-52%[inhibitor]	-1%	0%	-12%	-5%	12%	-2%	3%	2%
O=C(NCCc1ccccc1)C(=O)NC1CCCCC1	4%	0%	-17%	-8%	6%	2%	17%	-8%	0%
O=C(O)CCC(=O)NNC(=O)CCCOc1ccc(Cl)cc1Cl	3%	10%	-9%	25%	-5%	-17%	1%	9%	7%
Cc1cccc(C(=O)NCCc2ccc(S(N)(=O)=O)cc2)c1[N+](=O)[O-]	-63%[inhibitor]	10%	7%	21%	-4%	0%	8%	23%	18%
CCC(C)(C)NC(=O)CN(Cc1ccc2c(c1)OCO2)C(=O)CCC(=O)Nc1cc(C)ccn1	0%	-2%	-8%	?	-1%	0%	?	-12%	-11%
CCc1ccc(-c2cc(C)no2)cc1S(=O)(=O)NCCCN1CCN(c2ccccc2)CC1	?	?	-1%	-4%	-50%	9%	?	?	18µM*
Cc1ccc(NC(=O)CN2C(=O)N/C(=C/c3ccco3)C2=O)cc1	-6%	1%	-6%	1%	-5%	-11%	-2%	-2%	1%
CCn1c2c(c3cc(Br)ccc31)CCC/C2=N\O	-3%	0%	?	?	22%	-28%	?	?	?
O=C1OC(CN(Cc2ccccc2)Cc2ccccc2)CN1N=Cc1ccc([N+](=O)[O-])o1 (configuration not stated)	?	?	-6%	6%	-6%	13%	-6%	-8%	-2%
COc1ccccc1/C(O)=C(\C#N)c1nc2ccccc2[nH]1	-5%	-10%	27%	1%	2%	0%	9%	-3%	5%
CCOc1ccc(CCNC(=O)c2cc3cc4cc(OC)ccc4nc3s2)cc1OCC	.	-9%	-4%	-13%	12%	3%	?	.	.
CCOC(=O)C1CCN(C(c2ccc(C)cc2)c2c(O)cc(C)n(CCOC)c2=O)CC1 (configuration not stated)	.	19%	9%	-11%	-4%	.	-3%	.	.
CN1CCN(Cc2c(C#N)c3ccccc3n2C)CC1	1%	?	3%	6%	-20%	-13%	2%	4%	-9%
CCc1cc(=O)oc2c(C)c(OCC(=O)NCCCN3CCOCC3)ccc12	2%	24%	1%	-25%	16%	6%	7%	15%	7%
S=C1NCCNC(=S)NCCOCCOCCOCCN1	1%	0%	7%	1%	15%	3%	6%	5%	3%
Cc1ccc(C)c(C(=O)CN2C(=O)c3ccccc3S2(=O)=O)c1	-7%	-28%	-3%	9%	-24%	-2%	6%	9%	-3%
CCCCn1c(N)c(N(CC)C(=O)c2ccc([N+](=O)[O-])c(C)c2)c(=O)[nH]c1=O	-4%	4%	-17%	17%	-7%	-1%	1%	12%	11%

Profiles from above:
[O-][n+]1onc2c1C(N1CCOCC1)CCC2N1CCOCC1 (configuration not stated) is listed with SW480 rereplic = 4%; GLP-1R inv ag = 0%; TDP43 rescue = 0%; KB-V1 cytotox = -17%; HEK293 tox = -3%; GLP1R ag = -2%; KB-3-1 tox = -5%; HT1080 IDH1KD tx = 13%; HT1080NT lethal = 13%
Cc1[nH]c2ccccc2c1SCC(=O)Nc1nccs1 is listed with SW480 rereplic = -63%[inhibitor]; GLP-1R inv ag = ?; TDP43 rescue = 8%; KB-V1 cytotox = -11%; HEK293 tox = 6%; GLP1R ag = -1%; KB-3-1 tox = 2%; HT1080 IDH1KD tx = -21%; HT1080NT lethal = -9%

The listing continues.
SMILES	SW480 rereplic	GLP-1R inv ag	TDP43 rescue	KB-V1 cytotox	HEK293 tox	GLP1R ag	KB-3-1 tox	HT1080 IDH1KD tx	HT1080NT lethal
Cc1ccc(S(=O)(=O)NCC2CCC(C(=O)N3CCN(C)CC3)CC2)cc1 (configuration not stated)	?	?	12%	17%	0%	8%	2%	3%	1%
Cc1ccc(NC(=O)CSc2nnc3ccc(-c4ccncc4)nn23)cc1	3%	23%	-21%	-1%	13%	4%	3%	-5%	-4%
Cc1ccc(-c2nnc(Nc3ccc(C(=O)N(C)C)cc3)c3ccccc23)cc1S(=O)(=O)N(C)C	.	-15%	4%	?	-11%	.	0%	.	.
COCCNC(=O)C1Cc2c(ccc3ccccc23)O1 (configuration not stated)	-4%	28%	15%	-13%	?	6%	-6%	13%	16%
CCOC(=O)C1C(c2cccc([N+](=O)[O-])c2)C2C(=O)NN=C2CC1(C)O (configuration not stated)	5%	16%	-12%	-7%	-3%	1%	-5%	-5%	-1%
O=C(NCCCn1ccnc1)/C(=C\c1cccnc1)NC(=O)c1ccccc1Br	-4%	1%	5%	1%	9%	2%	16%	0%	-2%
CC(=O)c1ccccc1NC(=O)COC(=O)Cc1cccc(C(F)(F)F)c1	-3%	6%	27%	-11%	9%	4%	4%	14%	14%
Cc1nc(NCc2cccnc2)c2c3c(sc2n1)CCCC3	-8%	-12%	-1%	?	-4%	3%	?	-13%	-14%
COc1ccc(NC(=O)CN(C)C(=O)C2CC(=O)N(Cc3ccc(C)cc3)C2)cc1 (configuration not stated)	-7%	1%	-23%	-4%	0%	-2%	-11%	0%	3%
CCN(CC)CCCNC(=O)C1c2ccccc2Oc2ccccc21	17%	-23%	22%	13%	-3%	-3%	16%	9%	5%
Cc1ccc(C)c(NC(=O)C(=O)NCCc2c[nH]c3ccccc23)c1	0%	?	-4%	4%	-8%	4%	-4%	-15%	24%
Cc1c(NC2=C(Cl)C(=O)N(c3ccccc3Cl)C2=O)c(=O)n(-c2ccccc2)n1C	-57%[inhibitor]	13%	27%	-1%	-13%	-3%	14%	13%	15%
COc1ccccc1OCCNC(=O)C(c1ccccc1)c1ccccc1	-10%	?	12%	?	5%	6%	-3%	9%	-10%
O=C(Cn1cnc2ccccc2c1=O)Nc1ccc(S(=O)(=O)N2CCCC2)cc1	1%	11%	-23%	3%	11%	2%	4%	?	-12%
O=C(NNC1=NCCC1)c1cccc(Br)c1	0%	-2%	-4%	3%	7%	2%	7%	19%	9%
c1ccc(Cn2c(Sc3nnnn3-c3ccccc3)nnc2-c2ccccc2)cc1	3%	2%	-10%	?	2%	3%	-10%	-9%	-17%
COC(=O)C1=NNC2(c3ccc(C)cc3)C(=O)N(c3ccc(C)cc3)C(=O)C12 (configuration not stated)	-13%	12%	16%[9.22 µM]	0%	14%	1%	0%	13%	14%
Clc1ccccc1OCCN1CCC(Cc2ccccc2)CC1	3%	?	-2%	-5%	?	2%	-9%	-28%	-4%
C=CCn1c(NCc2c[nH]c3ccccc23)nc2ccccc21	22%	?	7%	-16%	-1%	1%	?	-21%	-27%
O=C(CN(c1ccccc1Cl)S(=O)(=O)c1ccccc1)NCc1ccccc1	-22%	-28%	3%	?	10%	12%	12%	3%	-3%
CCCCNC(=O)c1nc(-c2cc3ccccc3[nH]2)oc1-c1cccc(C(F)(F)F)c1	.	1%	22%	?	-3%	.	-27%	1%	-1%

Of the compounds above, 10 have a halogen:
SMILES	SW480 rereplic	GLP-1R inv ag	TDP43 rescue	KB-V1 cytotox	HEK293 tox	GLP1R ag	KB-3-1 tox	HT1080 IDH1KD tx	HT1080NT lethal
Cc1cc(C(F)F)n2nc(C(=O)Nc3ccccc3F)nc2n1	1%	1%	4%	28%	24%	-16%	14%	21%	22%
O=C(O)CCC(=O)NNC(=O)CCCOc1ccc(Cl)cc1Cl	3%	10%	-9%	25%	-5%	-17%	1%	9%	7%
CCn1c2c(c3cc(Br)ccc31)CCC/C2=N\O	-3%	0%	?	?	22%	-28%	?	?	?
O=C(NCCCn1ccnc1)/C(=C\c1cccnc1)NC(=O)c1ccccc1Br	-4%	1%	5%	1%	9%	2%	16%	0%	-2%
CC(=O)c1ccccc1NC(=O)COC(=O)Cc1cccc(C(F)(F)F)c1	-3%	6%	27%	-11%	9%	4%	4%	14%	14%
Cc1c(NC2=C(Cl)C(=O)N(c3ccccc3Cl)C2=O)c(=O)n(-c2ccccc2)n1C	-57%[inhibitor]	13%	27%	-1%	-13%	-3%	14%	13%	15%
O=C(NNC1=NCCC1)c1cccc(Br)c1	0%	-2%	-4%	3%	7%	2%	7%	19%	9%
Clc1ccccc1OCCN1CCC(Cc2ccccc2)CC1	3%	?	-2%	-5%	?	2%	-9%	-28%	-4%
O=C(CN(c1ccccc1Cl)S(=O)(=O)c1ccccc1)NCc1ccccc1	-22%	-28%	3%	?	10%	12%	12%	3%	-3%
CCCCNC(=O)c1nc(-c2cc3ccccc3[nH]2)oc1-c1cccc(C(F)(F)F)c1	.	1%	22%	?	-3%	.	-27%	1%	-1%
